# Compound activity (PubChem)
# Gal4-VP16 FLuc: counter-screen for ROR gamma inhibitors: Gal4-VP16 reporter. Drosophila S2 Gal4-VP16 UAS-luciferase, luminescence, 20 h. Potency, µM (doses to about 53.6 µM), inactives show at the highest dose activity, negative = inhibition, actives largely listed as inhibitors. 310,000 tested, 3.5% active;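 note: Gal4-VP16 expression switched on by copper sulfate through the metallothionein promoter; % is set by controls: 0 for no effect and ±100 for the full control effect; nearly all actives have a fitted effect of over 50% in size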
# RORg inh: inhibitors of mouse ROR gamma transcriptional activity. Drosophila S2 Gal4-RORgamma UAS-luciferase reporter, 20 h. P51450. AID 2551. 310,000 tested, 5.4% active. Potency, µM (highest dose often 53.6 µM), without a hit: top-dose activity change, negative = inhibition, most hits filed as inhibitors; note: % is set by controls: 0 for no effect and ±100 for the full control effect; nearly all actives have a fitted effect of over 60% in size
#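 In this cell-based reporter format, copper sulfate (700 uM final) drives Gal4–ROR gamma fusion expression from a metallothionein promoter in Drosophila Schneider cells; compounds preincubated 1 hr, reporter read after 20 hr at ambient temperature.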
# ELG1 genotoxic: induces genotoxicity in HEK293T cells with luciferase-tagged ELG1. HEK293T ELG1-luciferase reporter, luminescence, 16 h. Potency, µM (series often up to 46 µM), for inactives: top-dose activity change, positive = activation, actives largely listed as activators. 330,000 tested, 1.3% active. AID 504466; note: % of control where 0% means no effect; nearly all actives have a fitted effect of over 60% in size
#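 Quantitative HTS format in 1536-well plates. HEK293T ELG1-luciferase reporter cells receive test compound and are incubated 16 hr at 37 °C, 5% CO2; ONE-Glo added, 30 min room temperature, then luminescence read.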
# BRCA1 expr act: activators of BRCA1 expression. AID 624202. Potency, µM (series often up to 46.1 µM), inactives show top-dose activation, most hits filed as activators. MCF7-BRCA1-FFLuc reporter, luminescence, 48 h; response scale: scaled: vehicle 0%, 10 µM genistein 100%. 380,000 tested, 1.1% active; note: nearly all actives have a fitted effect of over 80% in size; some results filed as inactive show a strong effect at the top dose
#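 MCF7-BRCA1-FFLuc, 2000 cells/well; 2 h attach, 37 °C/5% CO2; compound 48 h; luciferase substrate 15 min; luminescence end-point. Norm. to genistein 10 microM max activation and DMSO; concentration-response curves fitted.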
# uPA generation: blocks generation of uPA at the cell surface; 330,000 tested, 0.31% active; Potency, µM (titrated, usually from 38.3 µM), for inactives: top-dose activity change, negative = inhibition, usual class: inhibitors; cell surface uPA generation assay, qHTS; active = well fitted inhibition curve with a large enough effect; inconclusive = small, poorly fitted or top-dose-only effect; inactive = no such curve, though single readings can be large or run the other way; tested in mouse RAW 264.7 cells; note: % is set by controls: 0 for no effect and ±100 for the full control effect; nearly all actives have a fitted effect of over 55% in size
# Rab9 promoter act: Rab9 promoter activation. Huh7 Rab9 promoter-luciferase reporter, luminescence, 24 h. Potency, µM (highest dose often 9.22 µM), without a hit: top-dose activation, negative = inhibition, usual class: activators. 320,000 tested, 2.8% active. AID 485297; note: % of control where 0% means no effect; nearly all actives have a fitted effect of over 60% in size
#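 Luciferase signal after 10 min detection reagent at ambient indicates Rab9 promoter upregulation; stably transfected Huh7 cells were treated 24 h with compound in DMSO at 37 °C, 5% CO2.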
# MBNL1 CUG block: inhibitors of human MBNL1 binding to CUG repeat RNA; Q9NR56; 280,000 tested, 0.036% active; TR-FRET MBNL1-His/biotin-(CUG)12 binding, 665/545 ratio; Potency, µM (top dose mostly 57.5 µM), for inactives: at the highest dose activity change, negative = inhibition, most hits filed as inhibitors; AID 2675; active = well fitted inhibition curve with a large enough effect in the signal ratio, with a control signal flat, not every such curve was filed as active; inconclusive = small, poorly fitted or top-dose-only effect, or effect the other way, or a change in a side signal; inactive = no such curve, though single readings can be large or run the other way; the % refers to the signal ratio; note: % is set by controls: 0 for no effect and ±100 for the full control effect
# Target sequence (Q9NR56 whole entry, looked up): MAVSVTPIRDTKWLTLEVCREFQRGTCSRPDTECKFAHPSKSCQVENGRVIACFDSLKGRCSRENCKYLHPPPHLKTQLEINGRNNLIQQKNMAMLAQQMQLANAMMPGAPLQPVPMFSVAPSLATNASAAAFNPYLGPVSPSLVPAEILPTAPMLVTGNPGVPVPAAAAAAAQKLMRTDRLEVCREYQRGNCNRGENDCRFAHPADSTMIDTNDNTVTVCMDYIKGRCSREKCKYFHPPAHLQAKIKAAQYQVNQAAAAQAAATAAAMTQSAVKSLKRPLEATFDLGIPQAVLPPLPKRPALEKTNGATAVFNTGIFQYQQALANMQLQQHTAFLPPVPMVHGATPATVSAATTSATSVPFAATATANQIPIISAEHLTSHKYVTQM
#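 Compounds (final 92 nM to 58 uM) are added to His-tagged MBNL1 and biotin-(CUG)12, then terbium anti-His antibody and streptavidin-XL665 (5 nM final). After 60 min at room temperature, the 665/545 nm ratio is read.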
# NPC1 prom act: NPC1 promoter activation. 320,000 tested, 2.4% active. Huh7 NPC1 promoter luciferase reporter, 24 h. Potency, µM (doses to about 9.22 µM), without a hit: at the highest dose activation, actives largely listed as activators;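 note: % of control where 0% means no effect; nearly all actives have a fitted effect of over 60% in size; reporter is driven by a mutant NPC1 promoter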
#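 NPC1 promoter–luciferase Huh7 cells; 24 h compound; luminescence.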
# p53 reactivator: mutant p53 re-activation in reporter cells; H1299 p53-A138V BP100-luciferase reporter, luminescence, 24 h; Potency, µM (top dose mostly 92.2 µM), without a hit: top-dose activity change, positive = activation, hits mostly activators; 320,000 tested, 0.063% active; AID 504706; note: % of control where 0% means no effect; nearly all actives have a fitted effect of over 45% in size
#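 H1299 (p53-null), stable ts p53-A138V + BP100-Luc; 1000 cells/well, Opti-MEM/10% FBS; cpd 4 pt, 1:5; 24 h, 37 deg C, 5% CO2; detection reagent 10 min RT; luminescence.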
# FLuc counter: counter-screen for miR-21 project: firefly luciferase inhibitors or activators. P08659. purified FLuc, Km substrates, luminescence inhibition. Potency, µM (doses to about 57.5 µM), inactives show at the highest dose activity change, negative = inhibition, most hits filed as inhibitors. 360,000 tested, 6.9% active. AID 588342;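 note: plate controls were vehicle for no effect and reference inhibitor for full effect; nearly all actives have a fitted effect of over 55% in size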
# Target sequence (P08659 whole entry, looked up): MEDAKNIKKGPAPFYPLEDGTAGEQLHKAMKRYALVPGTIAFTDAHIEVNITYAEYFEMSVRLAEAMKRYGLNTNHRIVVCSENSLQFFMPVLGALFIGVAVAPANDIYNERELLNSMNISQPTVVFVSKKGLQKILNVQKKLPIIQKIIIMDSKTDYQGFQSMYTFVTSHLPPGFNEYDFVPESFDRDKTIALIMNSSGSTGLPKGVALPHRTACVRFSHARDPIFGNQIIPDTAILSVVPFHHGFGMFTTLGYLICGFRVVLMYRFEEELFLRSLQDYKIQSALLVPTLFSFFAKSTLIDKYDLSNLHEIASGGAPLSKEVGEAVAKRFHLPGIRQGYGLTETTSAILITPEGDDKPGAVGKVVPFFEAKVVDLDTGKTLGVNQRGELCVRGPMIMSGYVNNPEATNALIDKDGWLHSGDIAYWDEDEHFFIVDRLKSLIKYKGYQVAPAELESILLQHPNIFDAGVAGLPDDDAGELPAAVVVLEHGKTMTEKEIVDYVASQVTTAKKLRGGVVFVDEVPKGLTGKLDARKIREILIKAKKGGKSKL
#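 Biochemical qHTS of compounds, final roughly 60 µM downward over six points, against 10 nM purified firefly luciferase using Km concentrations of substrates (10 uM D-luciferin, 10 uM ATP) in Tris acetate pH 7.5 buffer; luminescence output.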
# * marks the source's active call; other numbers are inactive results; ? = inconclusive; nt = no result given; [ ] = dose if it differs, or a comment. Unless noted, calls come from the whole dose curve; as a rule, active = well fitted curve in the direction sought with a large enough effect; inconclusive = small, poorly fitted or top-dose-only effect, or another doubt; inactive = no such curve, though single readings can be large; an effect the other way counts as inactive or inconclusive. Potency is the fitted concentration of half-maximal effect.
SMILES,Gal4-VP16 FLuc,RORg inh,ELG1 genotoxic,BRCA1 expr act,uPA generation,Rab9 promoter act,MBNL1 CUG block,NPC1 prom act,p53 reactivator,FLuc counter
O=C(c1cc(-c2ccc(Cl)cc2)nc2ccccc12)N1CCC1,nt,nt,-15.5%,3.0%,-3.6%,-3.8%,nt,0.2%,-7.4%,?
CCOc1cc(/C=N\NC(=O)Cn2nc([N+](=O)[O-])cc2C)ccc1OCc1cccc2ccccc12,11.6%,?,6.0%,1.1%,4.4%,?,5.9%,25.7%,3.1%,3.2%
CCNc1nc(NCC)n2c(SCC(=O)Nc3ccccc3[N+](=O)[O-])nnc2n1,0.4%,-3.7%,1.4%,13.7%,-4.6%,-3.7%,?,-3.6%,-8.8%,-0.2%
Oc1ccc(-c2csc(Nc3ncccn3)n2)cc1,?,-31.1%,4.61µM*,?,-24.9%,0.562µM*,-5.3%,2µM*,-3.2%,3.01µM*
CC(NC(=O)c1ccc(Br)o1)c1ccccc1 (stereo not given),-3.9%,17.4%,0.0%,9.7%,6.9%,-1.4%,-1.8%,0.5%,-4.7%,3.2%
COc1ccccc1-c1noc(Cn2cc(S(=O)(=O)N3CCCC3)ccc2=O)n1,nt,nt,-0.2%,-10.4%,7.8%,7.3%,nt,2.2%,7.2%,-0.5%
CCOc1ccccc1OCC(=O)OC(C)C(=O)Nc1ncc(Cl)cc1Cl (stereo not given),nt,nt,2.3%,13.2%,4.4%,0.8%,nt,-0.9%,2.0%,9.3%
[O-][n+]1c(/C=C/c2ccccc2)ccc2ccccc21,?,?,6.51µM*,-17.9%,?,2.82µM*,?,3.98µM*,nt,0.849µM*
CCOC(=O)C1CCCN(C(=O)Cc2c(C(=O)O)[nH]c3ccccc23)C1 (stereo not given),-1.7%,15.2%,1.7%,-0.1%,nt,-4.2%,-2.9%,-12.1%,-2.5%,0.4%
COc1ccc(C(=O)N=C2SC3CS(=O)(=O)CC3N2Cc2ccc(OC)c(OC)c2)cc1 (stereo not given),-7.3%,-15.1%,-0.7%,0.0%,4.2%,-0.4%,-4.1%,-4.1%,-16.5%,1.8%

# 2 records drawn at random from the list so far, as already listed:
SMILES,Gal4-VP16 FLuc,RORg inh,ELG1 genotoxic,BRCA1 expr act,uPA generation,Rab9 promoter act,MBNL1 CUG block,NPC1 prom act,p53 reactivator,FLuc counter
COc1ccc(C(=O)N=C2SC3CS(=O)(=O)CC3N2Cc2ccc(OC)c(OC)c2)cc1 (stereo not given),-7.3%,-15.1%,-0.7%,0.0%,4.2%,-0.4%,-4.1%,-4.1%,-16.5%,1.8%
CCOC(=O)C1CCCN(C(=O)Cc2c(C(=O)O)[nH]c3ccccc23)C1 (stereo not given),-1.7%,15.2%,1.7%,-0.1%,nt,-4.2%,-2.9%,-12.1%,-2.5%,0.4%

# The listing picks up, starting three compounds before the break.
SMILES,Gal4-VP16 FLuc,RORg inh,ELG1 genotoxic,BRCA1 expr act,uPA generation,Rab9 promoter act,MBNL1 CUG block,NPC1 prom act,p53 reactivator,FLuc counter
[O-][n+]1c(/C=C/c2ccccc2)ccc2ccccc21,?,?,6.51µM*,-17.9%,?,2.82µM*,?,3.98µM*,nt,0.849µM*
CCOC(=O)C1CCCN(C(=O)Cc2c(C(=O)O)[nH]c3ccccc23)C1 (stereo not given),-1.7%,15.2%,1.7%,-0.1%,nt,-4.2%,-2.9%,-12.1%,-2.5%,0.4%
COc1ccc(C(=O)N=C2SC3CS(=O)(=O)CC3N2Cc2ccc(OC)c(OC)c2)cc1 (stereo not given),-7.3%,-15.1%,-0.7%,0.0%,4.2%,-0.4%,-4.1%,-4.1%,-16.5%,1.8%
Cc1cc(OCc2nnc(SC(C)C(=O)O)n2Cc2ccccc2)ccc1Cl (stereo not given),-2.6%,17.9%,0.3%,-6.1%,2.1%,10.2%,-4.2%,-10.1%,0.7%,?
Clc1ccc(-c2noc(CSc3nnc(Cc4cccs4)n3-c3ccccc3)n2)cc1,-2.8%,42.8%,-11.8%,-25.2%,24.4%,6.3%,-2.8%,-1.1%,-0.1%,1.6%
Cc1cc(C)c(C#N)c(Nc2ccccc2)n1,8.8%,2.8%,-3.5%,-5.2%,nt,-3.1%,8.0%,8.4%,5.4%,-6.2%
Cc1ccc(NC(=O)Nc2cc(S(C)(=O)=O)ccc2Cl)cc1,19.8%,12.2%,9.3%,?,2.8%,?,nt,?,6.9%,?
CCC(=O)NC(=S)Nc1ccccc1C(=O)OC,?,12.6µM*,3.3%,-2.9%,1.5%,1.3%,nt,-2.5%,-7.5%,3.6%
O=C(CCS(=O)(=O)c1ccc(Br)cc1)NCCc1ccccc1,-6.7%,36.2%,-1.9%,0.6%,4.3%,1.7%,-1.9%,-1.1%,-3.2%,-1.8%
CCC(C)NC(=O)c1cc(-c2ccc(OC)cc2)on1 (stereo not given),3.4%,?,?,?,nt,3.16µM*,-2.9%,2.82µM*,?,6.01µM*
NC(=O)c1c(NC(=O)c2cccnc2)sc2c1CCCC2,1.4%,38.7%,?,49.6%,-4.7%,?,2.7%,?,14.4%,?
O=C1/C(=C/c2ccccn2)SC(=S)N1CCc1ccccc1,2.0%,3.0%,?,6.5%,-5.0%,3.55µM*,-7.2%,?,5.4%,-2.6%
O=C(O)c1cc(/C=C/C(=O)c2cc(F)ccc2O)c2c(c1)COCO2,10µM*,12.6µM*,11.6%,-12.3%,?,-1.8%,5.8%,0.8%,0.0%,30.1µM*
O=C(NCC1CCCO1)c1ccc2c(c1)OCO2 (stereo not given),-4.1%,37.8%,9.5%,27.9%,5.2%,18.7%,2.4%,4.9%,3.3%,3.8%
O=C1c2ccccc2NC(c2cn[nH]c2-c2ccccc2)N1O (stereo not given),-10.0%,-14.7%,-3.9%,-21.9%,-2.1%,-3.3%,-20.3%,-5.3%,2.5%,1.1%
CSCCC(NC(=O)c1ccccc1Cl)C(=O)N(C)Cc1cccs1 (stereo not given),-8.4%,10.0%,-6.8%,-20.4%,4.9%,11.0%,-0.8%,1.2%,6.9%,-7.5%
CNC(=O)NC(=O)COC(=O)c1ccccc1OCc1ccccc1,-2.9%,-4.2%,-4.4%,-23.0%,4.1%,-4.6%,-5.2%,-2.6%,-3.3%,-2.5%
CCOc1ccc(Nc2ncnc3ccc([N+](=O)[O-])cc23)cc1,-20.3%,32.4%,-9.7%,-47.5%,7.2%,-6.3%,?,14.9%,18.5%,1.0%
Cn1cnnc1Sc1nc([N+](=O)[O-])nn1C,1.5%,-27.3%,-0.5%,1.0%,10.4%,7.8%,?,-4.3%,4.0%,0.7%
COc1cc2ccccc2cc1C(=O)N1CCCC1,-1.1%,0.9%,-5.5%,11.9%,4.1%,2.2%,-5.5%,1.6%,-1.7%,-1.6%
O=C(NCCN1CCOCC1)c1ccc(Cl)c(S(=O)(=O)NCc2ccccc2)c1,nt,nt,-0.3%,0.0%,27.1%,nt,nt,nt,-4.5%,nt
COc1cc(OC)c(OC)cc1CN(C)CC1CCCN(CCc2ccccc2F)C1 (stereo not given),-10.1%,-15.1%,-0.1%,-40.2%,-1.4%,-1.7%,-0.5%,0.0%,?,0.1%
CCCC(=O)Nc1cc(C)c(NC(=O)c2ccncc2)cn1,0.5%,1.2%,0.1%,-0.8%,3.8%,1.5%,-7.9%,-3.8%,0.1%,-1.5%
Cn1c(=O)n(C)c2cc([N+](=O)[O-])c(N3CCN(CCO)CC3)cc21,-9.3%,-16.9%,1.7%,0.2%,-0.2%,-2.3%,?,-3.0%,-0.4%,1.1%
COc1ccc(CNC(=O)c2csc(Cc3ccccc3)n2)cc1,?,-18.8%,7.3%,87.1%,2.1%,18.8%,-0.6%,3.6%,25.6%,19µM*
COC(=O)c1ccc(CNC(=O)Cn2nnnc2CN(C)C(C)C)cc1,-4.8%,?,1.7%,2.8%,3.9%,-9.7%,5.5%,-5.5%,18.6%,-2.2%
CCCOc1ccc(CSc2nnc(CCC)n2N)cc1,3.3%,11.9%,1.4%,11.1%,6.9%,-10.1%,11.1%,-4.3%,16.8%,-11.8%
O=C(Cc1cc(=O)[nH]c(=O)[nH]1)NCCN1CCOCC1,-3.9%,-10.4%,1.8%,-0.1%,1.6%,2.3%,-9.5%,-1.6%,9.6%,1.4%
CC(C)CCNC(=O)CN(Cc1ccc(F)cc1)C(=O)CCC(=O)Nc1ccccn1,-5.4%,12.7%,-15.6%,-23.2%,-2.3%,0.0%,-4.1%,-4.6%,-4.1%,-1.3%
Cc1nnc(NC(=O)CC(C)c2ccccc2)s1 (stereo not given),-4.6%,4.4%,0.3%,0.0%,1.8%,0.1%,-3.0%,-2.6%,-0.6%,2.9%
Clc1ccccc1-c1ncc(-c2ccccc2)o1,-15.7%,22.2%[1.91 µM],4.61µM*,65.9%,?,2.82µM*,7.3%,2.51µM*,nt,1.35µM*
Cc1cc(C)nc(NC(=O)C(C)C)n1,-8.3%,-15.0%,2.4%,5.4%,13.1%,-2.7%,-3.6%,-0.1%,7.6%,2.1%
CCSc1ncc(Cl)c(C(=O)Nc2ccc(S(=O)(=O)Nc3onc(C)c3C)cc2)n1,6.5%,-4.7%,-6.0%,-3.8%,2.9%,-2.2%,16.0%,-3.1%,14.3%,-3.3%
COc1ccc(CNC(=O)CCn2c(=O)oc3ccccc32)c(OC)c1,13.1%[10 µM],8.1%,4.4%,-7.2%,18.3%,-2.9%,-9.6%,5.6%,-1.2%,-5.9%
